High-throughput results as filed in PubChem.
TSHR antagonist – antagonists of human thyroid stimulating hormone receptor; P16473; TSHR-expressing cells, TSH-stimulated cAMP HTRF, 2 h; active compounds read low; activity change, negative = inhibition, % at 11.5 µM; hit rate 0.2% among 330,000; AID 504810;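 active means activity change below a set negative limit, meaning inhibition stronger than a set level, cut at about -70% in these data; inconclusive means activity change between two set negative limits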; further: on the % scale 0 is the no-effect control and ±100 the full control effect
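TSHR-expressing cells, 200/well, pre-treated with compound, then stimulated with EC80 TSH (4nM final) for 2 hours at 37 deg C. cAMP measured by competitive HTRF: anti-cAMP cryptate antibody in lysis buffer plus cAMP-d2, read after 30 minutes at room temperature.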
hERG WT inh – blocks the wildtype human KCNH2 potassium channel; Q12809; hit rate 0.37% among 340,000; activity change, % at 1.84 µM; U2OS, BacMam KCNH2, thallium flux FluxOr; active compounds read low;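 active means maximum activity change below -70%; inconclusive means maximum activity change between -70% and -50%; inactive means maximum activity change above -50%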; further: on the % scale 0 is the no-effect control and ±100 the full control effect
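U2OS cells were transduced with wild-type KCNH2 virus (2.03 x 10^8 / mL) for 4 h at room temperature, then cultured overnight at 37 C. Thallium flux was read with FluxOr dye. Rate constants were normalized to DMSO controls.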
MBNL1 CUG block – inhibitors of human MBNL1 binding to CUG repeat RNA; TR-FRET MBNL1-His/biotin-(CUG)12 binding, 665/545 ratio; Potency, µM (doses to about 57.5 µM), inactives show at the highest dose activity change, negative = inhibition, usual class: inhibitors; hit rate 0.036% among 280,000; AID 2675; active means well fitted inhibition curve with a large enough effect in the signal ratio, with a control signal flat, not every such curve was filed as active; inconclusive means small, poorly fitted or top-dose-only effect, or effect the other way, or a change in a side signal; inactive means no such curve, though single readings can be large or run the other way; the % refers to the signal ratio; further: potency means the concentration at half of the fitted maximal effect; on the % scale 0 is the no-effect control and ±100 the full control effect
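MBNL1-His + Biotin-(CUG)12, cpd titration 92 nM–58 uM; Tb anti-His Ab 0.055 ng/ul, SA-XL665 5 nM (final); 60 min RT; ratiometric 665/545 nm, Ex 340 nm; normalized to buffer and full-complex controls.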
USP2a block – blocks human ubiquitin-specific protease USP2a; USP2 core, Ub-CHOP2 coupled fluorogenic reporter, 485/531; O75604; AID 463254; Potency, µM (top dose mostly 38.3 µM), without a hit: at the top dose activity change, negative = inhibition, usual class: inhibitors; hit rate 0.01% among 330,000;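 further: potency means the concentration at half of the fitted maximal effect; plate controls were DMSO wells for no effect and full inhibition by NEM control for full effect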
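Deubiquitinase activity read as fluorescence (485/531 nm) after Ub-CHOP2 cleavage activates the enterokinase reporter on its substrate; USP2 core 10nM, Ub-CHOP2 and substrate 25nM each, 30min compound preincubation then 60min RT; data normalized to NEM, curves fitted.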
S-ASM inh – human S-ASM enzyme inhibition; P17405; placental ASM, HMU-PC fluorogenic substrate, 60 min; Potency, µM (doses to about 57.5 µM), inactives show at the top dose activity change, negative = inhibition, most hits filed as inhibitors; hit rate 0.006% among 340,000; further: potency means the concentration at half of the fitted maximal effect
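Human placenta-derived ASM enzyme was preincubated with compound for 10 minutes at room temperature, then given fluorogenic substrate HMU-PC0 (9 uM final) for 60 minutes at 37 °C; a pH 10 stop preceded fluorescence reading at Ex 386/Em 447 nm.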
GALK inh – blocks human galactokinase activity; Purified GALK, Kinase-Glo residual ATP luminescence; hit rate 0.007% among 270,000; Potency, µM (highest dose often 57.5 µM), for the others: top-dose activity change, negative = inhibition, most hits filed as inhibitors; P51570; AID 1868; further: potency means the concentration at half of the fitted maximal effect; on the % scale 0 is the no-effect control and ±100 the full control effect
Target sequence (P51570 whole entry, looked up): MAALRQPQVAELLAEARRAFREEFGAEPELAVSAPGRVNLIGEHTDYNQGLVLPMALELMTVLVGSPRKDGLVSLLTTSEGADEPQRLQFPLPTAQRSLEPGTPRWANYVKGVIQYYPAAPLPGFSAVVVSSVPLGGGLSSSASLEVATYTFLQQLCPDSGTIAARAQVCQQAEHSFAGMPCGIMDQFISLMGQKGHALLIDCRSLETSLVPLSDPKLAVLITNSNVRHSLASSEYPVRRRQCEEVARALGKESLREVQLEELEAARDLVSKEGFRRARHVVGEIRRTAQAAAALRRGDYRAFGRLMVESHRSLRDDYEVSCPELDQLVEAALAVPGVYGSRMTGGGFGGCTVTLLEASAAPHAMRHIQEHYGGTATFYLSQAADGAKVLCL
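Galactose (100 uM) and ATP (35 uM) were turned over by 5 nM GALK for 1 h at RT. Kinase-Glo Plus then converted the remaining ATP into a luminescent signal.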
Chronic BCR inh – chronic active BCR signaling inhibition. ABC-DLBCL IkBa-CBG/CBR reporter, luminescence ratio, 4 h. Potency, µM (top dose mostly 46.1 µM), inactives show top-dose ratio change, negative = lower green/red ratio, hits mostly inhibitors. hit rate 0.05% among 340,000. AID 493014; active means well fitted inhibition curve with a large enough effect in the signal ratio, with a control signal flat, not every such curve was filed as active; inconclusive means small, poorly fitted or top-dose-only effect, or effect the other way, or a change in a side signal; the % refers to the signal ratio;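 further: potency means the concentration at half of the fitted maximal effect; plate controls were basal doxycycline-induced cells for no effect and cells given 10 µM MG132 for full effect; MG132 reads +100%, hits lower the ratio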
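Compounds up to 46 uM were incubated four hours with TMD8 cells whose green CBG68 luciferase is fused to IkappaBalpha; red CBR luminescence normalised the signal, and concentration-effect curves were fitted to fusion, red and ratio data.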
Menin-MLL TR inh – menin-MLL binding inhibition, Texas Red mutant peptide; Potency, µM (top dose mostly 61.6 µM), for inactives: at the highest dose FP activity change, negative = inhibition, most hits filed as inhibitors; Menin + Texas Red MLL mutant peptide, fluorescence polarization; AID 1768; O00255; hit rate 0.23% among 270,000; active means well fitted inhibition curve with a large enough effect in the polarisation, with a control signal flat, not every such curve was filed as active; inconclusive means small, poorly fitted or top-dose-only effect, or effect the other way, or a change in a side signal; inactive means no such curve, though single readings can be large or run the other way; the % refers to the polarisation; further: potency means the concentration at half of the fitted maximal effect; % of control where 0% means no effect; many of its hits are not listed in these tables
Eya2 inh – Eya2 (human) phosphatase inhibition. recombinant Eya2, OMFP fluorescence dephosphorylation (OMFP is methylfluorescein phosphate). Potency, µM (titrated, usually from 76.9 µM), inactives show at the highest dose activity, negative = inhibition, usual class: inhibitors. hit rate 0.006% among 330,000. O00167; further: potency means the concentration at half of the fitted maximal effect; on the % scale 0 is the no-effect control and ±100 the full control effect
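Eya2 protein (added as 0.2 uM solution) was preincubated with compound for 10 min at ambient temperature in 50 mM HEPES pH 7.5, 50 mM NaCl, 5 uM MgCl2, 0.05% BSA, 1 mM DTT. OMFP (added at 50 uM) then reacted 10 min; fluorescence read at 485/525 nm.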
Mito fusion act – inhibitors of mitochondrial division or activators of mitochondrial fusion. Potency, µM (top dose mostly 46.1 µM), for the others: at the top dose growth rescue (activation), most hits filed as activators. AID 485298. hit rate 0.23% among 320,000. S. cerevisiae fusion-defective mutant growth rescue, CellTiterGlo 48 h;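 further: potency means the concentration at half of the fitted maximal effect; % of control where 0% means no effect; nearly all actives have a fitted effect of over 45% in size; temperature-sensitive fusion mutants such as fzo1-1 at 37 °C on non-fermentable ethanol glycerol medium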
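Read-out: ATP-based luminescence (CellTiterGlo, 10 min ambient) reporting growth of fusion-defective ts yeast after 48 hours at 37C on glycerol/ethanol YPEG medium in the presence of compound.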
PKM2 activator – activators of human pyruvate kinase M2 | P14618 | hit rate 0.34% among 260,000 | AID 1631 | purified PKM2, Kinase-Glo ATP luminescence, activation; response scale: 0% is enzyme alone, no compound | Potency, µM (top dose mostly 57.5 µM), without a hit: top-dose activation, most hits filed as activators; further: potency means the concentration at half of the fitted maximal effect; on the % scale 0 is the no-effect control and ±100 the full control effect; nearly all actives have a fitted effect of over 55% in size
Target sequence (P14618 whole entry, looked up): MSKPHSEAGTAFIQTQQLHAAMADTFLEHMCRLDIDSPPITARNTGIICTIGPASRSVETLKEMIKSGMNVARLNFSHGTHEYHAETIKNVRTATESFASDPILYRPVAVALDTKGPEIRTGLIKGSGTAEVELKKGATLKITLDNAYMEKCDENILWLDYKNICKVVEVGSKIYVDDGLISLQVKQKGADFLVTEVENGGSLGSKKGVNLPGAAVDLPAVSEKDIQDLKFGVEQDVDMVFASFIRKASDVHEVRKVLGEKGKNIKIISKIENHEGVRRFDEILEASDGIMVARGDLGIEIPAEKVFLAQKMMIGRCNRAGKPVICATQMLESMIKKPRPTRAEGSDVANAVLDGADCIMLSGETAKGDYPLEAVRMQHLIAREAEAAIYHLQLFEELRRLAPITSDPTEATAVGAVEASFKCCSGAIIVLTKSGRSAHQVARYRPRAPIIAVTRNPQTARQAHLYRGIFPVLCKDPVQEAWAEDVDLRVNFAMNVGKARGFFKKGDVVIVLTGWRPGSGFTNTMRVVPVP
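ATP formation by purified human PK-M2, quantified via coupled luciferase luminescence after 1 h at room temperature with 0.1 mM ADP and 0.5 mM PEP final.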
The depositor's hits bear a star; ? = inconclusive; / = not tested or not shown; [ ] = remark or other dose. Unless noted, the call rests on the fitted dose curve; in most records, active means well fitted curve in the direction sought with a large enough effect; inconclusive means small, poorly fitted or top-dose-only effect, or another doubt; inactive means no such curve, though single readings can be large; an effect the other way counts as inactive or inconclusive. These rows are one share of the data; rates above refer to the full screens.

Under each structure – TSHR antagonist | hERG WT inh | MBNL1 CUG block | USP2a block | S-ASM inh | GALK inh | Chronic BCR inh | Menin-MLL TR inh | Eya2 inh | Mito fusion act | PKM2 activator
Cc1c(N2C(=O)C3C4C=CC(C4)C3C2=O)c(=O)n(-c2ccccc2)n1C (stereo not drawn)
→ 20 | -8 | -6% | 1% | 2% | 4% | ? | / | 20% | -2% | -11%
CCN1CCN(C(=O)c2ccc(OC3CCN(CCc4ccccc4)CC3)cc2)[C@@H](C)C1=O
→ -6 | 14 | 1% | -2% | 3% | 3% | 2% | / | 2% | 1% | -5%
CCN(c1ccccc1)S(=O)(=O)c1cccc(C(=O)OCC(=O)Nc2ccc(NC(C)=O)cc2)c1
→ -14 | -1 | / | 0% | -11% | / | 0% | / | -1% | / | /
COc1ccc(C(=O)NNC(=O)Cc2ccc(-c3ccccc3)cc2)cc1OC
→ 2 | -14 | 4% | -1% | -2% | -1% | -16% | 20% | 6% | 0% | -9%
CCOc1ccc(OCC)c(NC(=O)c2nnn(CC(=O)Nc3cc(C)cc(C)c3)c2N)c1
→ -3 | 1 | -3% | 0% | -1% | 5% | 0% | / | -2% | -7% | /
CCCC(C)NC(=O)COC(=O)c1ccc2c(c1)C(=O)N(Cc1ccco1)C2=O (stereo not drawn)
→ -5 | 1 | ? | -1% | -4% | 12% | 5% | 11% | -12% | -4% | 5%
CC(=O)Nc1nonc1-c1nc2ccccc2n1C
→ 67 | 1 | -1% | 0% | 3% | -8% | -5% | 7% | 9% | 4% | -5%
O=C1CNC(=O)/C(=C\c2ccccc2)N1
→ -2 | 3 | 13% | 0% | 1% | -2% | 3% | -15% | 4% | -10% | /
O=C(NC(=S)Nc1cc(S(=O)(=O)N2CCOCC2)ccc1O)c1ccco1
→ 11 | -10 | -1% | 0% | -1% | -4% | 7% | 2% | 12% | 0% | -1%
Cc1nc(C)c(-c2csc(Nc3ccc(O)c(C(=O)O)c3)n2)s1
→ -9 | -11 | 25% | 0% | 15% | -11% | ? | ? | 9% | 0% | 1%
COc1cccc(C(O)CC(N)=O)c1 (stereo not drawn)
→ -8 | 1 | 4% | 3% | -2% | 4% | 0% | -2% | -2% | 0% | 11%
Cc1ccc(C2=NN(C(=O)CNCCO)C(c3cccs3)C2)cc1 (stereo not drawn)
→ -9 | 17 | 12% | -1% | 3% | -2% | 3% | / | 0% | -2% | /
CCOc1ccc(C(=O)C(C)OC(=O)Cn2cnc3c2c(=O)n(C)c(=O)n3C)cc1 (stereo not drawn)
→ -5 | -16 | / | 0% | 4% | / | 0% | / | 21% | 1% | /
Cc1csc(NC(=O)c2ccc3c(c2)OCO3)n1
→ 2 | -7 | -1% | 3% | 0% | 1% | ? | 12% | 1% | -10% | -27%
Cc1ccc([C@@H]2[C@@H]3C(=O)N(C)C(=O)[C@@H]3[C@]3(C)C(=O)N(CC4CC4)CC(=O)N23)o1
→ -10 | 0 | -3% | 1% | 2% | / | -25% | 13% | -7% | 2% | -7%
CC(C)C[C@H](NC(=O)c1[nH]cnc1C(=O)N[C@@H](Cc1ccccc1)C(=O)OC(C)(C)C)C(=O)OC(C)(C)C
→ -18 | -11 | -8% | -7% | -8% | 5% | 12% | / | -13% | -49%[inhibitor] | 1%
CCOc1ccc(S(=O)(=O)N2CCC(C(=O)N3CCCCCC3)CC2)cc1Cl
→ 2 | 1 | -10% | 3% | -3% | 3% | -5% | / | 2% | -13% | -13%
C/C(=N/NC(=O)c1cccs1)c1cccs1
→ -4 | 2 | 0% | 2% | 2% | 1% | ? | / | 9% | -3% | 4%
COc1cccc(C(=O)Nc2nc3c(c(=O)[nH]2)CCCC3)c1
→ -6 | -2 | -3% | 3% | 0% | -2% | ? | 1% | 3% | -1% | 0%
CC1CN(Cc2nc3c(c(=O)n(C)c(=O)n3C)n2CC(=O)c2ccccc2)CC(C)O1 (stereo not drawn)
→ 32 | -16 | -21% | 1% | 0% | -1% | 8% | -7% | 3% | 1% | -12%
COC(=O)Cn1c(=O)sc2ccccc21
→ 4 | 0 | 7% | 1% | 6% | 0% | 3% | 12% | 4% | -4% | -2%
COc1ccc(S(=O)(=O)Nc2ccccc2C(=O)N2CCOCC2)cc1F
→ -5 | 8 | 1% | -1% | 0% | 0% | 1% | 3% | 13% | 2% | 2%
Cc1ccc(-n2ncc3c2CC(C)(C)CC3NC(=O)CCc2c(C)noc2C)cc1 (stereo not drawn)
→ 3 | -6 | 6% | -2% | -1% | -4% | 3% | / | 0% | 6% | -5%
COc1nc(C)ccc1-c1noc(-c2cccs2)n1
→ -14 | 13 | 1% | -1% | 0% | 2% | ? | / | -3% | -1% | -5%
COc1ccc(OC)c(NS(=O)(=O)c2c(C(=O)N3CCCCCC3)c(C)n(C)c2C)c1
→ 23 | 38 | -4% | 1% | -1% | -2% | 4% | -17% | -7% | 21% | -2%
CC1CCCCC12NC(=O)N(CC(=O)N(C)Cc1nc3ccccc3c(=O)[nH]1)C2=O (stereo not drawn)
→ 3 | 13 | / | 4% | -1% | / | 1% | / | 7% | 2% | /
CCN1CCN(C(=O)c2ccc3nc(-c4ccccc4)c(-c4ccccc4)nc3c2)CC1
→ -1 | 1 | 11% | 2% | 21% | -2% | -2% | / | -19% | 2% | 9%
COc1cc(OC)cc(-c2c(C#Cc3ccsc3)c3cc(-c4ccc(N(C)C)nc4)ccc3n2C)c1
→ 4 | 5 | / | -3% | / | / | 0% | / | -3% | / | /
CC1CCCC(NC(=O)CCNC(=O)c2ccc(Cl)cc2)C1C (stereo not drawn)
→ -20 | -19 | / | 1% | 1% | / | 1% | / | -11% | 7% | /
COc1ccccc1OCCNC(=O)C(CCSC)NS(=O)(=O)c1ccccc1F (stereo not drawn)
→ -7 | 8 | / | 0% | -6% | / | 4% | / | -5% | 2% | /
O=C(NCc1ccco1)C1CCCN(S(=O)(=O)c2cccc3nsnc23)C1 (stereo not drawn)
→ -2 | 2 | ? | 3% | 2% | 0% | 5% | 6% | -22% | -3% | 2%
NNC(=O)c1cc(Br)cs1
→ -6 | -18 | 23%[11.5 µM] | 0% | 0% | / | ? | 1% | 7% | -35%[inhibitor] | -3%
CCCCCCCCn1ccc(=N)cc1
→ -9 | -4 | -3% | -1% | 3% | 0% | ? | / | -1% | -3% | 0%
COc1ccc(-c2nnn(CC(=O)NC3CCCc4ccccc43)n2)cc1OC (stereo not drawn)
→ -10 | 6 | -7% | 1% | 1% | 9% | 0% | 2% | -11% | 4% | -6%
CNc1ccc(/C=C2\CSc3ccccc3C2=O)cc1[N+](=O)[O-]
→ 10 | 11 | ? | 1% | -10% | 0% | ? | 0% | -10% | -3% | -16%
CCOC(=O)c1c(NC(=O)COC(=O)Cn2cnc3ccccc32)sc2c1CCC(C)C2 (stereo not drawn)
→ -9 | 4 | 5% | -1% | ? | 0% | ? | 0% | -7% | ? | 11%
O=C(NC1CCCC1)c1ccc(Br)s1
→ 8 | -6 | -13% | 2% | -1% | 1% | 1% | 5% | 2% | 14% | 3%
CCC(C)(C)n1nnnc1C(c1cccnc1)N1CCCc2ccccc21 (stereo not drawn)
→ 4 | -8 | -10% | 2% | 1% | -1% | 9% | -13% | -2% | 7% | -5%
O=C(Nc1cccc(NC(=O)c2cccnc2)c1)c1ccccc1
→ 7 | -5 | -1% | 2% | 3% | 7% | ? | / | 6% | -1% | -13%
CCN1C(=O)c2ccccc2S(=O)c2ccc(C(=O)NC3CC3)cc21 (stereo not drawn)
→ 41 | 6 | -14% | 5% | 3% | 1% | -1% | -1% | 1% | 10% | -22%
O=C(NC1CC1)c1ccc2c(c1)ncn2C1CCCC1
→ 8 | -11 | -3% | 0% | -2% | 3% | ? | -1% | -2% | 0% | -2%
